Assay outcomes (PubChem)
MITF primary: human MITF inhibition, primary screen. AlphaScreen MITF homodimerization, bead proximity signal. inhibition, % at 2.6 µM. 650,000 tested, 0.91% active. AID 1259374; in the data active = inhibition above about 50%;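 also: 0% = vehicle wells with protein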
Target sequence (O75030 whole entry, looked up): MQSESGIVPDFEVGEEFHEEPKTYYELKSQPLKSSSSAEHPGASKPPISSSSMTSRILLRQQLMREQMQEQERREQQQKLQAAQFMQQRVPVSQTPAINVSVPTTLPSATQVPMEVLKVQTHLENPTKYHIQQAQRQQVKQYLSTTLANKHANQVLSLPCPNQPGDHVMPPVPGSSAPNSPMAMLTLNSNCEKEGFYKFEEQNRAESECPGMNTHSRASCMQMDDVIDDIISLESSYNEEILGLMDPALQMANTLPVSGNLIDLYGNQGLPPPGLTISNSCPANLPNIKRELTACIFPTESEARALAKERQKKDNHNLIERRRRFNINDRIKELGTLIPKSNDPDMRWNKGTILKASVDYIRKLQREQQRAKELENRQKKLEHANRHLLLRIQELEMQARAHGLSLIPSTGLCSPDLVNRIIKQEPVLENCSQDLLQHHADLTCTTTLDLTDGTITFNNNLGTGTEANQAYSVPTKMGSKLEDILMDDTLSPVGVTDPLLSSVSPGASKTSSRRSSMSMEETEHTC
GPR151 activ: activators of human GPR151; activation, % at 11.2 µM; PathHunter beta-arrestin GPR151 cells, luminescence; Q8TDV0; 650,000 tested, 1% active; in the data active = activation above about 4.9%;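 also: 0% = median of compound wells and 100% = cells with positive control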
Target sequence (Q8TDV0 whole entry, looked up): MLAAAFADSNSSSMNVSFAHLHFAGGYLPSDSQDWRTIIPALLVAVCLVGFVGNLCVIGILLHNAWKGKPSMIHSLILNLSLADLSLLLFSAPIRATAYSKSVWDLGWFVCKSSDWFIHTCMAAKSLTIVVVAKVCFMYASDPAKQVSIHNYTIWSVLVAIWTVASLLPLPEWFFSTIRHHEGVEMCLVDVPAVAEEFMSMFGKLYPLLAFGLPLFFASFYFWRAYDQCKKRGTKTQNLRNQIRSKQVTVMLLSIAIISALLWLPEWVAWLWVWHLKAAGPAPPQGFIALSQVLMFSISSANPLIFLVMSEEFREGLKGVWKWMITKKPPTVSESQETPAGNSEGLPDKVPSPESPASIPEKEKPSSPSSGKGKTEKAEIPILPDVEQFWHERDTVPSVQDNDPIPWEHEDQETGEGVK
FBW7 activator: activators of human E3 ligase FBW7; Q969H0; AlphaScreen FBW7–phospho-cyclin E peptide binding, activator screen; normalized activity (activation), % at 26.1 µM; 650,000 tested, 0.13% active; in the data active = normalized activity above about 1.9%;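 also: purified mutant Fbw7 with reduced substrate affinity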
TEAD-YAP inh: TEAD-YAP interaction inhibition; inhibition, % at 9.12 µM; 640,000 tested, 1.4% active; HEK-TIYL cells, TEAD-Gal4/YAP UAS-luciferase luminescence; in the data active = inhibition above about 32%;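 also: 0% = median of test compound wells and 100% = reference inhibitor wells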
An asterisk follows results filed as active; . = no result given. Rows are unselected. About 3.4% of those tested had a hit in this group.

SMILES	MITF primary	GPR151 activ	FBW7 activator	TEAD-YAP inh
CC1CCCC(NC(=O)C2N(CCCN3CCCC3)C(=O)C3C(C(=O)Nc4cccc(Cl)c4)C4C=CC32O4)C1C (stereo not given)	0	0.6	-0.1	1
Cc1nc2sc(C(=O)OCCN3C(=O)c4ccccc4C3=O)c(C)c2c(=O)[nH]1	6	1.9	0.0	6
CCOc1ccc(N=c2scc(-c3ccc(Cl)s3)n2C)cc1	3	-0.5	-0.1	-22
COc1ccccc1CNS(=O)(=O)c1c[nH]c(=O)[nH]c1=O	13	-1.9	0.1	2
Cc1cc(N2Cc3ccccc3C2)ccc1C=O	1	-3.3	-0.1	-34
Cc1cc(F)ccc1NC(=O)Cn1c(=O)oc2cc(S(=O)(=O)N3CCCC3)ccc21	-2	0.0	0.1	5
CCNc1nc(Cl)nc(N2CCC(Cc3ccccc3)CC2)n1	5	-0.6	-0.1	-3
O=C(CN1C(=O)C2CCCCN2S(=O)(=O)c2ccccc21)N1CCCC1 (stereo not given)	17	0.3	0.3	-2
Nc1c(C(=O)Nc2ccc([N+](=O)[O-])cc2)sc2nc3c(cc12)CCCC3	-2	0.1	0.0	-2
C/C(=N/NC(=O)c1ccccn1)c1ccc(NS(=O)(=O)c2ccc3ccccc3c2)cc1	12	-0.7	-0.1	-45
COc1ccc(S(=O)(=O)NCc2ccc3c(c2)OCO3)cc1I	-1	1.3	0.1	11
Cc1cc2nc3ccccc3c(=O)n2c2ccc([N+](=O)[O-])cc12	-5	1.3	-0.1	-14
Cc1cccc(NC(=O)c2ccc(F)c(S(=O)(=O)N3CCN(c4ccccc4)CC3)c2)c1	-10	1.3	-0.1	6
CN(C)c1cc(NC(=O)CN2CCN(C(=O)c3ccco3)CC2)c2ccccc2n1	8	0.4	-0.1	7
O=C(OCCCc1nc2ccccc2[nH]1)c1cccc(F)c1	14	0.2	-0.3	-4
COc1ccc(C)cc1S(=O)(=O)N(CC(=O)N1CCCC1)c1ccccc1	6	-0.3	-0.1	0
Cc1[nH]c2c(Cl)cccc2c(=O)c1CN1CCCCC1	7	-1.6	0.6	5
Cn1c(=O)cc(NCc2ccccc2)n(Cc2ccc(F)cc2F)c1=O	-4	1.5	0.0	-4
O=[N+]([O-])c1ccc(-c2cnnn2-c2ccccc2)cc1	-6	0.7	0.0	-1
O=C(NC1CSC/C1=N\O)c1ccccc1 (stereo not given)	-2	0.8	-0.1	2

The last 2 entries of the part above open the next one:
SMILES	MITF primary	GPR151 activ	FBW7 activator	TEAD-YAP inh
O=[N+]([O-])c1ccc(-c2cnnn2-c2ccccc2)cc1	-6	0.7	0.0	-1
O=C(NC1CSC/C1=N\O)c1ccccc1 (stereo not given)	-2	0.8	-0.1	2
CCOc1ccc(/C(O)=C2\C(=O)C(=O)N(c3nccs3)C2c2cccc(Oc3ccccc3)c2)cc1 (stereo not given)	7	-1.1	-0.1	-3
CC(CC(=O)NC1CCCc2ccccc21)S(=O)(=O)c1ccc2c(c1)SCC(=O)N2 (stereo not given)	9	2.1	0.1	4
COc1ccccc1CN1CCNC(=O)C1CC(=O)NCCOC(C)C (stereo not given)	3	1.2	0.1	4
Cc1c(Cl)c([N+](=O)[O-])nn1CC(=O)Nc1ccc(S(N)(=O)=O)cc1	0	2.1	-0.4	-9
O=C(Nc1ccc2oc(-c3cccc(F)c3)nc2c1)c1ccc([N+](=O)[O-])o1	10	-0.1	0.4	14
COc1nc(Nc2ccccc2F)nc(N2CCOCC2)n1	19	-0.6	1.1	-18
Cc1ccc2nc(N3C(=O)c4cccc([N+](=O)[O-])c4C3=O)sc2c1	-11	-2.7	-0.1	3
C#CCN1C(=O)C(=O)c2cc(Br)ccc21	14	0.6	0.6	53*
CCCCC(=O)Nc1ccc(Cl)c([N+](=O)[O-])c1	2	0.8	-0.1	0
COc1cc(/C=N/NC(=O)COc2ccc(Br)cc2)cc([N+](=O)[O-])c1O	0	-0.3	0.1	-6
CCOc1cc(/C=C(\C#N)C(=O)NC(C)COC)cc(Br)c1OC (stereo not given)	-12	1.6	0.2	-5
CC1(C)CC2CC(C)(CN2c2nc3ccccc3[nH]c2=O)C1 (stereo not given)	-1	0.8	0.0	-5
O=C(Cc1ccsc1)N1CCCC(c2ccn[nH]2)C1 (stereo not given)	-3	-0.3	0.0	-7
COc1cc2c(cc1OC)C(c1ccc(C)o1)SC(c1ccc(C)o1)=N2 (stereo not given)	0	-0.4	0.1	-39
O=C(Cc1cccs1)NC1(C(=O)Nc2ccc3c(c2)OCO3)CCCCC1	11	-1.4	0.1	-8
O=C(c1cc(-c2ccc3c(c2)OCO3)on1)N1CCOCC1	11	-3.8	0.1	9
Cc1ccccc1NC(=O)c1ccc(CSc2ccc(Cl)cc2)cc1	-9	-0.1	0.0	1
O=C(NNS(=O)(=O)c1cccc([N+](=O)[O-])c1)c1ccc(I)cc1	9	-0.6	0.2	0
c1ccc(-c2cc(NC3CC3)nc(-c3cccnc3)n2)cc1	0	0.9	0.1	11
CCc1c(C)sc(NC(=O)C(C)(C)C)c1C(=O)OC	3	-0.2	0.2	10

Among those listed so far, 3 contain a furan ring, fused or not.
SMILES	MITF primary	GPR151 activ	FBW7 activator	TEAD-YAP inh
CN(C)c1cc(NC(=O)CN2CCN(C(=O)c3ccco3)CC2)c2ccccc2n1	8	0.4	-0.1	7
O=C(Nc1ccc2oc(-c3cccc(F)c3)nc2c1)c1ccc([N+](=O)[O-])o1	10	-0.1	0.4	14
COc1cc2c(cc1OC)C(c1ccc(C)o1)SC(c1ccc(C)o1)=N2 (stereo not given)	0	-0.4	0.1	-39

Additional compounds.
SMILES	MITF primary	GPR151 activ	FBW7 activator	TEAD-YAP inh
COC(=O)C1=C(C)NC2=C(C(=O)CC(c3ccc(OC)cc3)C2)C1c1ccccc1F (stereo not given)	0	-0.6	0.1	8
CCOC(=O)CCN1C(=O)[C@H]2[C@H]3[C@H](O)[C@H](O)C/C(=N\NC(=O)OCc4ccc(OC)cc4)[C@H]3CC[C@H]2C1=O	-1	0.1	0.7	.
COc1ccc(C2=NNC(c3ccc(Cl)cc3Cl)C2)c(O)c1 (stereo not given)	1	4.4	-0.1	-30
Cc1nnc(NC(=O)CSc2nnc(NC(=O)c3ccc(C(C)(C)C)cc3)s2)s1	13	-0.7	0.1	-1
Cc1c(Cl)cccc1-c1ccc(C(=O)N2CCN(c3ccc([N+](=O)[O-])cc3)CC2)o1	3	3.2	-0.4	-3
CCCC(=O)N1c2c(C)cc(C)cc2C(=C2SC(C(=O)OC)=C(C(=O)OC)S2)C(=S)C1(C)C	35	0.9	-0.2	19
CC1(c2ccc(Cl)cc2)NC(=O)N(CC(=O)Nc2cc(C(N)=O)cc(C(N)=O)c2)C1=O (stereo not given)	17	-0.8	0.4	-7
COc1ccc2[nH]c(=O)c(CN(Cc3cccs3)C(=O)C3CCCO3)cc2c1 (stereo not given)	2	0.0	0.1	5
O=C(OCCN1CCOCC1)c1ccccc1Cl	-1	0.0	0.2	2
CC(=O)N1CCC(c2nnc(-c3ccco3)o2)CC1	1	0.7	-0.2	-11
CCN(CC)C(=O)C1CCCN(Cc2ccc3ccccc3c2)C1 (stereo not given)	21	-0.7	0.4	6
Cc1ccc(NC(=O)c2ccc(Cl)c(Cl)c2)nc1	-18	0.9	0.1	-79
CC(C)N(CCNC(=O)c1ccc2nc(-c3ccc(C(=O)NC4CC4)cc3)sc2c1)C(C)C	15	-0.8	0.2	-20
COc1ccc(CNC(=O)c2cc3n(n2)C(C(F)(F)F)CC(c2ccc(OC)cc2)N3)cc1 (stereo not given)	6	3.5	0.1	0
Cc1nnc(-c2cc3ccccc3n2Cc2ccccc2Cl)o1	3	-0.6	-0.1	-9
CCOc1ccccc1-n1c(=S)sc2c(=O)n(-c3ccc(C)cc3)c(SCC(=O)C(C)(C)C)nc21	-5	1.1	0.0	-3
COc1cc(Nc2nc3ccccc3n3nnnc23)cc(OC)c1OC	10	-1.0	0.1	-8
Cn1c(=O)c2c(ncn2CC(O)CNC=O)n(C)c1=O (stereo not given)	-2	-4.6	-0.1	-1
O=C1OC(c2cccs2)=N/C1=C\c1ccccc1F	8	-0.8	-0.1	6
O=C(O)c1oc2ccc(Br)cc2c1-n1cccc1	12	0.8	0.0	9
COc1ccc(C2CC(=O)C3=C(C2)NC(C)=C(C(=O)OCCOc2ccccc2)C3c2cc(Cl)c(O)c(OC)c2)cc1 (stereo not given)	-6	-0.8	0.7	8
O=C(Nc1ccc2oc(-c3cccc(F)c3)nc2c1)c1ccccc1F	-4	-1.9	0.8	-18
CCOc1cccc2c1OC1(C)C(C(=O)Nc3ccc(Cl)cc3)C2NC(=S)N1CCCOC (stereo not given)	13	-0.8	0.2	-12
CN1CCN(CCNC(=O)c2ccnc(-n3ncc4cc(Nc5ccncc5)ccc43)c2)CC1	8	1.8	-0.1	-2
CN(Cc1nc(CCc2ccccc2)no1)CC(O)c1ccccc1 (stereo not given)	-6	-1.7	0.0	-5
CC(=O)c1ccc(OCCCC(=O)Nc2ccc(Br)c(C)c2)cc1	-7	-0.2	-0.1	-5
CC1(C)CC(=O)C2=C(C1)Nc1ccc3ncccc3c1C2c1cccc2ccccc12 (stereo not given)	-7	0.9	0.0	14
CCOc1ccccc1N1C(=O)NC2CC1(C)Oc1c(OC)cc(Br)cc12 (stereo not given)	-2	1.0	0.1	-8
CC(C)CCn1c(=O)c2c(nc3n2CC(C)CN3C2CCCCC2)n(C)c1=O (stereo not given)	4	0.7	0.1	-6
Cc1c(Cl)c([N+](=O)[O-])nn1CC(=O)NCC(C)C	-6	1.6	0.0	5
CCCCCC(=O)CC[C@@H]1[C@@H](CCCCCCC(=O)O)[C@@H](O)C[C@H]1O	12	0.0	.	.
N#Cc1c(NC(=O)COC(=O)C2=COCCO2)oc(-c2ccccc2)c1-c1ccccc1	17	-1.4	0.5	9
COC(=O)c1ccccc1NC(=O)Nc1ccc(Cl)cn1	-1	-0.4	0.6	3
O=C(c1ccc(F)cc1)N1CCN2C(=O)[C@@H]3CSCN3C(=O)[C@H]2C1	-3	0.2	0.8	1
CCCCC(=O)Nc1nn2c(C)nnc2s1	5	1.7	0.1	4
CCOC(=O)c1c(NC(=O)c2ccc(F)cc2)sc(C(=O)Nc2cc(C(F)(F)F)ccc2Cl)c1C	12	-0.5	-0.1	9
Cc1ccc(NC(=O)c2cc(S(=O)(=O)N3CCCCC3)ccc2F)cc1F	3	-0.4	0.1	2
O=C(OCc1c(F)cccc1Cl)c1cccnc1SCc1ccc(Cl)cc1	0	-0.7	0.0	0
CCOc1ccc(C(=O)Nc2ccc3oc(-c4ccccc4F)nc3c2)cc1Br	8	-0.1	0.9	8
CCOc1ccc(Nc2ccc(-c3ccccc3OC)nn2)cc1	-11	-1.5	-0.3	-65

Fetched by structure from the entries so far, 3 records:
SMILES	MITF primary	GPR151 activ	FBW7 activator	TEAD-YAP inh
COc1ccc(C2CC(=O)C3=C(C2)NC(C)=C(C(=O)OCCOc2ccccc2)C3c2cc(Cl)c(O)c(OC)c2)cc1 (stereo not given)	-6	-0.8	0.7	8
CC(=O)c1ccc(OCCCC(=O)Nc2ccc(Br)c(C)c2)cc1	-7	-0.2	-0.1	-5
CCOc1ccc(C(=O)Nc2ccc3oc(-c4ccccc4F)nc3c2)cc1Br	8	-0.1	0.9	8

The list goes on:
SMILES	MITF primary	GPR151 activ	FBW7 activator	TEAD-YAP inh
CCOC(=O)C(NC(=O)N(C)C)(Nc1sc(C)c(CC)c1C#N)C(F)(F)F (stereo not given)	8	0.3	-0.1	0
Cc1ccc(C(=O)NC(=S)Nc2ccc(Cl)c(-c3nc4ncccc4o3)c2)cc1	2	0.7	0.0	1
CCCOc1ccccc1C1C(C(=O)OCC)=C(C)NC2=C1C(=O)CC(c1ccccc1)C2 (stereo not given)	8	-0.2	0.1	3
Cc1cnc(C)c(N2CCN(C(=O)CC3C(=O)NCCN3Cc3ccc(C)o3)CC2)n1 (stereo not given)	0	1.2	0.2	-22
CC(C)OC(=O)c1ccc(-c2ccc(/C=C(\C#N)c3nc4ccccc4[nH]3)o2)cc1	0	-0.2	0.0	-28
CCOc1ccc(-c2csc(/C(C#N)=C/c3cccs3)n2)cc1	9	-0.1	0.2	2
CN1CCN(c2ccc(-c3nc(NCCCN4CCCC4=O)c4ncn(-c5ccccc5)c4n3)cc2)CC1	4	-1.0	-0.1	19
CCCCCn1c(SCC(=O)NCc2ccccc2Cl)nc2cc(C(=O)N3CCC(C(N)=O)CC3)ccc2c1=O	1	-1.5	0.0	15
O=C(Nc1ccccc1C(=O)Nc1ccccc1Cl)c1ccco1	6	3.2	-0.1	4
O=C1CCCCCN1CSc1nc2ccccc2o1	11	-1.2	0.1	-9
CS(=O)(=O)N(CC(=O)NC1CC1)c1cccc2ccccc12	2	-0.5	-0.1	0
O=C(O)CCC(NCC(O)Cn1c2ccccc2c2ccccc21)C(=O)O (stereo not given)	-16	5.6*	0.1	2
COc1ccc(-c2noc(-c3ccc(C)c(Cl)c3)n2)cc1	-6	0.2	-0.2	-18
Cc1c(C(=O)NCc2ccccc2Cl)sc2ncnc(N3CCN(c4ccccn4)CC3)c12	6	-0.3	-0.2	9
CCc1ccc2nc(N3CCC(C(=O)NCc4ccc(F)cc4)CC3)sc2c1	10	1.8	0.2	-14
Cc1ccccc1NC(=O)C(=O)NCCc1ccccc1	-9	0.3	-0.2	-16
Cn1cc(Br)c(C(=O)NNC(=O)c2ccccc2)n1	5	-1.0	0.1	0
COc1cccc(N2CCN(c3ccc(S(=O)(=O)N4CCCC4)cc3)CC2)c1	3	2.1	0.0	4
